FUS suppressor: FUS proteinopathy suppression in yeast. AID 1347120. 0.24% of 390,000 active. S. cerevisiae FUS-expressing, growth rescue, OD600, 24 h. Potency, µM (highest dose often 76.6 µM), without a hit: top-dose growth rescue (activation), most hits filed as activators;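 note: plate controls were DMSO vehicle for no effect and reference control for full effect; nearly all actives have a fitted effect of over 55% in size; some results filed as inactive show a strong effect at the top dose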
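Read-out: OD at 600 nm after 24hr at 30C, reporting rescue of FUS-induced yeast toxicity. Cells at OD 0.005 in galactose (2%) minimal medium; compounds tested in a dilution series; CP55940 titration from 92uM final as control.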
Abeta yeast res: restores growth of yeast expressing A-beta42 peptide. yeast expressing A-beta42, growth rescue, OD600, 48 h; response scale: 0% DMSO, 100% iron-clioquinol control. Potency, µM (top dose mostly 46.1 µM), for the others: top-dose growth rescue, most hits filed as activators. 0.063% of 410,000 active. AID 1347071; note: nearly all actives have a fitted effect of over 55% in size
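Yeast A-beta toxicity model in growth medium with pinned compounds, 48 h at 30 C; growth read as absorbance at 600 nm. Normalized to FeCl3/clioquinol equimolar mix (positive) and DMSO (negative).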
Starred values were filed as active, the others as inactive; ? = inconclusive; [ ] = another dose, or the depositor's remark. Calls come from the whole dose curve; as a rule, active = well fitted activation curve with a large enough effect; inconclusive = small, poorly fitted or top-dose-only effect; inactive = no such curve, though single readings can be large or run the other way. Potency is the fitted concentration of half-maximal effect. An excerpt; the hit share may differ from the screen's.

| smiles | FUS suppressor | Abeta yeast res |
| --- | --- | --- |
| O=S(=O)(c1ccc(Cl)cc1)c1nc(-c2ccccc2F)oc1NCc1ccccc1 | 14% | -5% |
| CCCc1nn2c(=O)cc(COc3ccc(/C=C(\C#N)C(=O)Nc4ccccc4)cc3)nc2s1 | -14% | -9% |
| COc1ccccc1NC(=O)CSc1ccc(-c2sc(C)nc2C)nn1 | 20% | -5% |
| Cc1cccc(N2CC(c3nc4ccccc4n3CCC3CCCCC3)CC2=O)c1 (stereo not drawn) | 22% | -11% |
| Cc1ccccc1OCc1ccc(-c2nc(C#N)c(N3CCN(C)CC3)o2)o1 | 28% | -5% |
| CCOc1ccc(C(NC(=O)c2cc(OC)c(OC)c(OC)c2)c2cc(Cl)c3cccnc3c2O)cc1 (stereo not drawn) | 31% | -24% |
| COC(=O)c1ccc(NC(=O)C(=O)NCC(c2cccnc2)N2CCc3ccccc32)cc1 (stereo not drawn) | -18% | 9% |
| CCOc1ccccc1CNC(=O)CCCn1c(=O)c2cccn2c2cccnc21 | -15% | 1% |
| Cc1cc(C)c(NC(=O)CCN2C(=O)c3ccccc3Sc3ncccc32)c(C)c1 | -6% | 7% |
| Cc1cc(C)c2sc(N3CCN(C(=O)c4ccc(N(C)C)cc4)CC3)nc2c1 | 39% | -12% |
| COc1ccc(N2CCN(C(=O)c3cnc(N4CCCC4)nc3C)CC2)cc1 | -9% | -13% |
| COc1cc(OC)c(Nc2nc3ccc(C)cc3n3nnnc23)cc1Cl | 23% | -12% |
| CN(C)c1ccc(CN(CC2CCCO2)C(=O)COc2ccccc2Cl)cc1 (stereo not drawn) | 2% | 20% |
| CC1CCc2onc(C(=O)N3CCN(c4ccccc4)CC3)c2C1 (stereo not drawn) | 11% | -23% |
| CCOC(=O)c1ccc(N2C(=O)c3[nH]nc(-c4ccccc4)c3C2c2cccs2)cc1 (stereo not drawn) | 21% | -8% |

The closing four entries of the part before are carried over, then new ones follow:
| smiles | FUS suppressor | Abeta yeast res |
| --- | --- | --- |
| COc1cc(OC)c(Nc2nc3ccc(C)cc3n3nnnc23)cc1Cl | 23% | -12% |
| CN(C)c1ccc(CN(CC2CCCO2)C(=O)COc2ccccc2Cl)cc1 (stereo not drawn) | 2% | 20% |
| CC1CCc2onc(C(=O)N3CCN(c4ccccc4)CC3)c2C1 (stereo not drawn) | 11% | -23% |
| CCOC(=O)c1ccc(N2C(=O)c3[nH]nc(-c4ccccc4)c3C2c2cccs2)cc1 (stereo not drawn) | 21% | -8% |
| COc1ccc(NC(=O)c2nc(SCc3ccc(F)cc3)ncc2Cl)cc1 | 0% | -7% |
| Cc1c2cnn(CC(=O)N3CCCCC3)c(=O)c2c(C)n1Cc1ccc(F)cc1 | 4% | -9% |
| CCCCN(CCCNC(=O)c1cc(Nc2ccc(OC)cc2)nc2ccccc12)Cc1ccccc1 | 3% | 5% |
| COc1ccc2cc(-c3nc(Cl)c4c5c(sc4n3)CC(C)CC5)c(=O)oc2c1 (stereo not drawn) | -3% | -6% |
| COC(=O)c1ccccc1NC(=O)CSc1nc(C)c(Cl)c(C)c1C#N | -11% | -16% |
| CCN(CCCNC(=O)CN1N=C(c2ccc(OC)cc2)CCC1=O)c1cccc(C)c1 | 44% | -22% |
| COc1ccc(NC(=O)C(C(C)C)N2Cc3ccccc3C2=O)cc1 (stereo not drawn) | 2% | -5% |
| CC(C)c1ccc(NC(=O)c2cc(S(=O)(=O)N(C)C3CCCCC3)ccc2F)cc1 | 30% | 10% |
| CCN(CC)c1nn2c(=O)c(C(=O)NCc3ccc(N(C)C)cc3)cnc2s1 | 38% | -19% |
| CCCOc1ccc(CN(C(=O)c2nc(SC(C)C)ncc2Cl)C2CCS(=O)(=O)C2)cc1 (stereo not drawn) | 35µM* | -3% |
| CCOc1ccc(NS(=O)(=O)c2cc(Br)cc3c2N(C(=O)C2CC2)CC3)cc1 | -41% | -2% |
| COc1cc(-c2nnc(SCCOc3ccc(Cl)cc3)o2)cc(OC)c1OC | 35% | -20% |
| COc1ccccc1CNC(=O)C(=O)NCC(c1cccnc1)N1CCN(c2ccc(F)cc2)CC1 (stereo not drawn) | 24% | -2% |
| CCCCOc1cccc(C(=O)Nc2ccc3oc(-c4cccnc4)nc3c2)c1 | -16% | 4% |
| O=C(Nc1cccc(C(=O)N2CCN(c3ccccc3F)CC2)c1)c1nsc2ccccc12 | 41% | -1% |
| CC(=O)N1c2ccccc2C(=O)C1N1CCN(c2cc(Cl)ccc2C)CC1 (stereo not drawn) | ? | -3% |
| COc1ccc(Br)cc1CN1C(=O)c2ccccc2C1C(=O)NC1CCCCCC1 (stereo not drawn) | -24% | -1% |
| CCC(=O)Nc1cccc(-c2cn3c(C)csc3n2)c1 | -5% | -2% |
| CCOc1ccc(-c2cn3c(n2)sc2cc(C(=O)NCCCN4CCCCCC4)ccc23)cc1 | 24% | -36%[inhibitor] |
| CCOC(=O)N1CCN(C(=O)c2ccc3c(c2)N(Cc2ccccc2F)C(=O)c2ccccc2S3=O)CC1 (stereo not drawn) | -10% | -10% |
| COC(=O)c1ccc(NC(=O)CN(C)S(=O)(=O)c2ccc(Br)s2)cc1 | -4% | -13% |
| NS(=O)(=O)c1ccc(CCNC(=O)C2COc3ccccc3C2)cc1 (stereo not drawn) | -17% | -1% |
| CCn1cc(C(=O)N2CCN(c3ccc(C)cc3)C(C)C2)c(=O)c2cc(S(=O)(=O)N3CCCC3)ccc21 (stereo not drawn) | 22% | -16% |
| CCc1ccccc1NC(=O)CN1C(=O)CCc2cc(S(=O)(=O)N3CCCCC3)ccc21 | ? | -21% |
| CCC(=O)N1CCc2cc(S(=O)(=O)NCCC(=O)Nc3ccc(CC)cc3)ccc21 | -14% | -8% |
| COC(=O)c1nnn(-c2cccc(C)c2)c1C(=O)OC | -13% | -2% |
| CCOc1ccc(OCC)c(NS(=O)(=O)c2ccc(-c3coc(C)n3)cc2)c1 | 39% | 2% |
| Cc1ccc2oc(-c3ccc(Cl)c(NC(=O)c4ccc(OC(C)C)cc4)c3)nc2c1 | -3% | -14% |
| COc1ccc(-c2nc(CCNC(=O)Cc3ccc(F)cc3)cs2)cc1 | 11% | 1% |
| COc1cccc(-c2nc(CSCC(=O)NCCc3ccc(Cl)cc3)c(C)o2)c1 | 2% | -24% |

Next part
SMILES | FUS suppressor | Abeta yeast res
Cc1cc(C)cc(NC(=O)CCCn2c(=O)c3cccn3c3ccccc32)c1 | -6% | -2%
Cn1cccc1-c1cc2n(n1)CCC(=O)N2CCCC(=O)NCc1ccc(F)cc1 | -4% | -1%
COc1ccccc1CNc1nc2c(S(=O)(=O)c3ccccc3)nnn2c2ccc(Cl)cc12 | -12% | -10%
CCN(CCCNC(=O)c1nn(-c2ccc(OC)cc2)c(=O)c2c1c1ccccc1n2C)c1cccc(C)c1 | -5% | -3%
O=C(C1CCC(Cn2c(=O)c3sccc3n(Cc3ccccc3F)c2=O)CC1)N1CCCCC1 (stereo not drawn) | ? | -41%[inhibitor]
COc1ccc(NC(=O)Cn2cnc3sc(C)c(S(=O)(=O)N4CCN(c5ccccc5OC)CC4)c3c2=O)cc1OC | 5% | -6%
Cc1ccc(-c2noc(CN(C(=O)COc3cc(C)cc(C)c3C)C(C)C)n2)cc1 | 23% | 6%
COc1ccc(CC(=O)NC2CC(=O)N(c3ccc4c(c3)OCCO4)C2)cc1 (stereo not drawn) | 2% | -4%
CCOc1ccc(/C=C/c2nc(C#N)c(NC(C)CC)o2)cc1 (stereo not drawn) | -14% | -2%
Cn1c(=O)n(C)c2cc(CNCc3ccc(F)cc3)ccc21 | -24% | -5%
COc1cccc(CNC(=O)c2cc3cc(C)ccc3n2C)c1 | 1% | -13%
CCOc1ccc(CNC(=O)CCn2c(=O)c3cccn3c3ccc(F)cc32)cc1 | 3% | -28%
Cc1ccc(NC(=O)CN2Cc3ccccc3C2=O)c(C)c1 | 32% | 2%
CCc1ccc(-c2cn3c(n2)sc2cc(C(=O)NCCCc4ccccc4)ccc23)cc1 | -5% | 1%
CN(C(=O)CSc1nc2ccccc2n1Cc1cccc(C(F)(F)F)c1)c1ccccc1 | 9% | 8%
CCOC(=O)c1ccc(NC(=O)c2cnc(N3CCCC3)nc2C)cc1 | 0% | 5%
CSc1ccc(C2c3c(oc4cc(C)cc(C)c4c3=O)C(=O)N2CCO)cc1 (stereo not drawn) | 23% | 7%
COc1ccc(CCNC(=O)c2ccc3c(c2)CCN3S(C)(=O)=O)cc1OC | 2% | -15%
Cc1ccc(C2c3c(oc4ccccc4c3=O)C(=O)N2c2ccc(C)cn2)cc1 (stereo not drawn) | -16% | -10%
CC1CCCCN1c1nc(-c2ccc(C(C)(C)C)cc2)nc2ccccc12 (stereo not drawn) | 5% | -69%[inhibitor]
Cc1ccc2oc(C(=O)Nc3ccc(S(=O)(=O)N(C)Cc4ccccc4)cc3)cc(=O)c2c1 | 2% | -3%
Cc1ccc(CCNC(=O)C2CCN(Cc3nc(-c4ccccc4C)oc3C)CC2)cc1 | 10% | -15%
Cc1ccc(NC(=O)c2cc(C)nc3c2c(C)nn3-c2cccc(Cl)c2C)c(C)c1 | -21% | -17%
Cc1cc(C)cc(NC(=O)Cc2csc(COc3cccc(C)c3)n2)c1 | 10% | 12%
Cc1cccc(C2=Nc3ccccc3N=C(c3cc(Cl)ccc3O)C2)c1 | 10% | -5%
CCc1nn(CC(=O)NCCCN(CC)CC)c(=O)c2cc3occc3n12 | -7% | -21%
CCOC(=O)N1CCc2c(sc3c2c(=O)n(-c2ccc(CC)cc2)c(=O)n3CC(=O)Nc2ccc(C)cc2)C1 | 4% | 4%
CCOC(=O)c1ccccc1NC(=O)c1cc2ccc3cccnc3c2[nH]1 | 3% | -13%
O=C(Nc1ccc(F)cc1)[C@@H](c1ccccc1)N1Cc2ccccc2C1=O | 17% | 21%
CCCn1c(=O)c2sccc2n2c(CCCC(=O)NC3CCC(C)CC3)nnc12 (stereo not drawn) | -27% | -6%

Some of these compounds in order of SMILES length, high to low.
SMILES | FUS suppressor | Abeta yeast res
COc1ccc(NC(=O)Cn2cnc3sc(C)c(S(=O)(=O)N4CCN(c5ccccc5OC)CC4)c3c2=O)cc1OC | 5% | -6%
Cc1ccc(C2c3c(oc4ccccc4c3=O)C(=O)N2c2ccc(C)cn2)cc1 (stereo not drawn) | -16% | -10%
COc1cccc(-c2nc(CSCC(=O)NCCc3ccc(Cl)cc3)c(C)o2)c1 | 2% | -24%
COc1ccc(N2CCN(C(=O)c3cnc(N4CCCC4)nc3C)CC2)cc1 | -9% | -13%
COc1cc(OC)c(Nc2nc3ccc(C)cc3n3nnnc23)cc1Cl | 23% | -12%

Complete entries, looked up by structure.
Profile of Cc1ccc(NC(=O)c2cc(C)nc3c2c(C)nn3-c2cccc(Cl)c2C)c(C)c1 → FUS suppressor: -21%; Abeta yeast res: -17%
Profile of COc1ccc(CCNC(=O)c2ccc3c(c2)CCN3S(C)(=O)=O)cc1OC → FUS suppressor: 2%; Abeta yeast res: -15%

Further results follow.
SMILES | FUS suppressor | Abeta yeast res
CCOC(=O)c1ccc(NC(=O)C2=C(C)Nc3nc(SCc4ccc(Cl)cc4)nn3C2c2ccc(C)cc2)cc1 (stereo not drawn) | -13% | -15%
COc1ccc2c(c1)-c1nc(NC(=O)c3cc(OC)c(OC)c(OC)c3)sc1CC2 | ? | 5%
COc1ccc2cc3c(N)nn(C(=O)c4ccc(F)cc4Cl)c3nc2c1 | 18% | -14%
CCc1ccc(C(c2ccccc2)c2c[nH]c3ccc(C)cc23)s1 (stereo not drawn) | 20% | -9%
O=S(=O)(c1ccc2nc(NCc3ccccc3Cl)ccc2c1)N1CCCCC1 | ? | 18%
CCOC(=O)c1ccc(CN(Cc2ccc(F)cc2)S(=O)(=O)c2ccc(F)c(C(=O)Nc3cc(Cl)ccc3OC)c2)cc1 | -6% | -10%
Cc1ccc(Cl)cc1N1CCN(C(=O)C2CCN(S(=O)(=O)c3cccc4nonc34)CC2)CC1 | ? | -6%
CCOc1ccc(-c2nnc(SCC(=O)NC3CCCC3)nc2-c2ccc(OCC)c(OC)c2)cc1OC | -6% | 10%
COC(=O)c1ccc(C2CC(=O)Nc3c2c(C)nn3-c2nc(C)cc(C)n2)cc1 (stereo not drawn) | -1% | -6%
Cc1ccc(S(=O)(=O)c2nnn3c2nc(NC(C)c2ccccc2)c2sccc23)cc1 (stereo not drawn) | -10% | -15%
CCC(Oc1ccccc1)C(=O)Nc1cccc(OCc2cc(=O)n3cccc(C)c3n2)c1 (stereo not drawn) | -22% | -9%
Cc1cc(C)n(CCc2nc3c4ccccc4nc(SCc4ccc(F)cc4)n3n2)n1 | -20% | 1%
COc1cccc(CNC(=O)CCCn2ncn3c(cc4occc43)c2=O)c1OC | 19% | -8%
CCN(CC)C(=O)c1sc(NC(=O)C(C)Sc2nc(-c3ccccc3)cc(C(F)(F)F)n2)c(C(=O)OC)c1C (stereo not drawn) | ? | -14%
Cc1ccc(CNC(=O)CCNS(=O)(=O)c2ccc3c(c2)oc(=O)n3C)cc1 | 14% | 2%
COc1ccc(NC(=O)C2CCN(C(=O)N3CCOc4ccccc43)CC2)cc1 | -7% | 18%
